Bioassay records: PubChem BioAssay, several laboratories
BoNT-A LC inh2 – BoNT/A light chain protease inhibitors, primary screen, biochemical, flow cytometry, MLPCN library. 360,000 tested, 0.17% active. multiplex microsphere protease substrate cleavage. inhibition, % at 10 µM. Botulinum neurotoxin type A light chain protease (Clostridium botulinum A str. ATCC 3502); also: plate controls were buffer without enzyme for full effect and enzyme alone for no effect
Anthrax LF prot – Bacillus anthracis LF protease inhibitors, primary screen, biochemical, multiplex microsphere, MLPCN library; AID 588501, 2011; multiplex microsphere protease cleavage assay; 360,000 tested, 0.12% active; inhibition, % at 10 µM; Lethal factor (Bacillus anthracis), P15917; also: plate controls were buffer without enzyme for full effect and enzyme alone for no effect
Target sequence (P15917 whole entry, looked up): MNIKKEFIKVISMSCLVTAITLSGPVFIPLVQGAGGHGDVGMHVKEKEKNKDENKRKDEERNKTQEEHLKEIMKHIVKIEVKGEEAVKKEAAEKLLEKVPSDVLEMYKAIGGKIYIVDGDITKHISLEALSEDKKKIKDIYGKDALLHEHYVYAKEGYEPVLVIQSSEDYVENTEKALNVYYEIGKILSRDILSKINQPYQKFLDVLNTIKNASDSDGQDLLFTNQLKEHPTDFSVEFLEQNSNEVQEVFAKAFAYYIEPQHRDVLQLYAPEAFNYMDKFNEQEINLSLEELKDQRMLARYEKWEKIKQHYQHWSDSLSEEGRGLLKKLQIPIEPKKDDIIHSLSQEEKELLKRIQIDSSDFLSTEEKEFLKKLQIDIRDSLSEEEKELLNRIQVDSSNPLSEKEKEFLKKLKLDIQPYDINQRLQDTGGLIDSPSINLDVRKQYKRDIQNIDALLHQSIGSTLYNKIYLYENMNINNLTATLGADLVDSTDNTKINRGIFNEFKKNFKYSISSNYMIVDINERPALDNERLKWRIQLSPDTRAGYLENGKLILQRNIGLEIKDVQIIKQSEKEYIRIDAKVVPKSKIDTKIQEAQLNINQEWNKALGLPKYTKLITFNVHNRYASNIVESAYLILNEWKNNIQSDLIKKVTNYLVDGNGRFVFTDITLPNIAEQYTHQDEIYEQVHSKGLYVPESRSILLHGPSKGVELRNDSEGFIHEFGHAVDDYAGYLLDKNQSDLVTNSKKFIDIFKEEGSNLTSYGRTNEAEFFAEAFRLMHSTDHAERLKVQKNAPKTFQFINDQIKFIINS
Y pestis TopoI – Yersinia pestis topoisomerase I inhibitors, primary screen, biochemical, cleavage product accumulation, plate reader, single point; 360,000 tested, 0.064% active; activity, % at 10 µM; AID 504884, 2011; Y. pestis Topo-I cleavage product accumulation; in the data active = activity above about 50%, passing the limit was not always enough; inconclusive = no clear call, values can overlap the other calls; also: inactives centre near 2
PfHsp40 yeast – rescue of yeast from PfHsp40 toxicity, primary screen, S. cerevisiae, ATP luminescence; S. cerevisiae expressing PfHsp40, growth rescue; growth rescue, % at 12.5 µM; 340,000 tested, 0.68% active; in the data active = growth rescue above about 28%, passing the limit was not always enough; inconclusive = no clear call, values can overlap the other calls;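 also: yeast W303a lacking pdr1 and pdr3 grown in galactose medium; growth measured after three days at 30 °C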
BH1578 lux ind – inducers of Vibrio cholerae quorum light production without autoinducers, primary screen, BH1578 luxS cqsA deficient, single point; V. cholerae BH1578 lux reporter, luminescence, 6 h; activation, % at 18.7 µM; 350,000 tested, 0.16% active; AID 588436, 2011; in the data active = activation mostly above about 9.7%, no sharp cut-off; inconclusive = no clear call, values can overlap the other calls; inactive = mostly below about 3.7%; also: not every result past the cut was called active; inactives centre near 0; reference of the scale not given here
TcdB inh – TcdB glycohydrolase inhibitors, primary screen, biochemical, single point, plate reader. AID 652162, 2013. inhibition, % at 9.99 µM. Toxin B (Clostridioides difficile), P18177. 350,000 tested, 0.24% active. TcdB glycohydrolase enzymatic assay; in the data active = inhibition above about 10%
SSB-PriA inh – inhibitors of Klebsiella pneumoniae PriA binding to SSB C-terminal tail, primary screen, biochemical, AlphaScreen; AID 1272365, 2023; AlphaScreen SSBct-PriA binding, biotinylated peptide; 430,000 tested, 0.6% active; PriA–SSB C-terminal tail interaction (Klebsiella pneumoniae); inhibition, % at 33 µM; in the data active = inhibition mostly above about 37%, no sharp cut-off; inactive = mostly below about 20%;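 also: plate controls were negative control peptide for no effect and reference peptide for full effect; strong numbers were not always called active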
CCHFV vOTU inh – CCHFV vOTU protease inhibitors, primary screen, biochemical, Pep-AMC substrate, fluorescence. Crimean-Congo hemorrhagic fever virus L polyprotein viral ovarian tumor (vOTU) protease …. 370,000 tested, 0.55% active. AID 651958, 2012. inhibition, % at 11.5 µM; in the data active = inhibition above about 30%; also: 0% = vehicle wells with enzyme and 100% = no enzyme wells
3CLpro inhibitor – SARS-CoV 3CLpro protease inhibitors, primary screen, biochemical, quenched FRET | Replicase polyprotein 1ab (Severe acute respiratory syndrome coronavirus), P0C6X7 | recombinant SARS-CoV 3CLpro, quenched FRET peptide cleavage | inhibition, % at 6 µM | 290,000 tested, 0.14% active | AID 1706, 2009; in the data active = inhibition above about 12%
VHR inh abs – VHR1 phosphatase inhibitors, primary screen, biochemical, absorbance, uHTS; Dual specificity protein phosphatase 3 (Homo sapiens), P51452; recombinant VHR phosphatase, pNPP absorbance; inhibition, % at 13.3 µM; 290,000 tested, 0.52% active; in the data active = inhibition above about 50%; also: some compounds called inactive have numbers as strong as hits
Target sequence (P51452 whole entry, looked up): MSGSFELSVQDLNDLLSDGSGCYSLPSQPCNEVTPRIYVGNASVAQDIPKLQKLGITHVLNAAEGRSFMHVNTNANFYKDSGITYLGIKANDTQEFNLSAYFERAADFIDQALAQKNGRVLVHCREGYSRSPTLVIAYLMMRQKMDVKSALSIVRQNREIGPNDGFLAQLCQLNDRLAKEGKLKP
* = called active by the depositor; i = inactive; ? = inconclusive; nt = no result given; & = joins results of further samples. Rule as the data show it, unless noted: active = inhibition above about 30%; inconclusive = no clear call, values can overlap the other calls; inactive = below that. The list is partial; the hit share may differ from the screen's.

Below each compound – BoNT-A LC inh2, Anthrax LF prot, Y pestis TopoI, PfHsp40 yeast, BH1578 lux ind, TcdB inh, SSB-PriA inh, CCHFV vOTU inh, 3CLpro inhibitor, VHR inh abs
- CC1(C)Cc2ccccc2C(N/N=C/c2cccc(F)c2)=N1
  -0.1, 2, 4, 0.3, i, nt, nt, 0, -1, 9
- Cc1cccc(Cl)c1OCCCN1CCOCC1
  -4.2, -3, 5, 0.3, -0.7, 0.9, -13, -3, -3, 16
- CN(C)S(=O)(=O)c1ccc(C(=O)NCC(C)(C)N2CCOCC2)cc1
  -0.4, 4, 0, 0.1, 0.6, 0.9, -12, 14, 0, 4
- O=C(CCc1ccccc1)Nc1nncs1
  -0.2, -2, -9, -1.0, i, nt, -19, 1, 5, 11
- Cc1c(C)c2ccc(OCC(=O)N3C[C@H]4C[C@@H](C3)c3cccc(=O)n3C4)c(C)c2oc1=O
  -0.1, -6, 1, -1.4, -0.9, 0.1, nt, -10, -3, 16
- NC(Cc1ccccc1)Cc1ccccc1
  -0.1, -3, 15, -1.1, -0.3, -0.1, -7, -16, 0, 19
- CCC1COCCS(=O)(=O)N1Cc1ccc(Cl)cc1 (stereo unspecified)
  0.4, -5, -3, -1.2, 1.2, 0.7, -8, 1, 0, 24
- CCc1ccc(NC(=O)C2CCCN(S(=O)(=O)c3cccnc3)C2)cc1 (stereo unspecified)
  -0.3, 0, 6, 0.2, i, 2.4, -7, 11, -2, 9
- COc1ccc(C(=O)CSc2nnc(C(CO)NC(=O)c3ccc(OC)cc3)n2C)cc1 (stereo unspecified)
  0.9, 0, 4, -1.7, i, nt, -4, 8, 4, 4
- S=C(CN1CCCC1=S)N1CCOCC1
  -1.0, 8, 0, -0.3, -0.6, 0.7, -4, 3, nt, nt
- O=C(COC(=O)CNC(=O)c1cccc([N+](=O)[O-])c1)Nc1nc2ccccc2s1
  0.0, 0, -1, 1.2, 1.3, nt, -8, 10, -1, -1
- COc1ccc(Cl)cc1NC(=S)N1CC(C)OC(C)C1 (stereo unspecified)
  16, ?, 5, 1.0, -0.8, 0.7, -10, -6, 1, -7
- Cc1ccc(NC2CCCN(C(=O)c3ccc4nccnc4c3)C2)cc1C (stereo unspecified)
  0.9, 1, 5, -1.0, -0.3, 0.7, -6, -13, -1, 15
- CCCn1c(NCc2ccco2)nc2ccccc21
  -0.3, 0, 4, -1.3, -0.3, 0.1, -22, nt, -9, -14
- Cc1c(C(=O)C(=O)NCCCn2ccnc2)c2ccccc2n1C
  -0.6, -1, 8, -0.7, -0.9, 1.7, 1&-7, 1, -4, 30
- COc1ccc(OC)c(N(C(=O)c2ccco2)C(C(=O)NC2CCCC2)c2ccc(N3CCOCC3)cc2)c1 (stereo unspecified)
  -1.2, -5, 15, 1.3, -1.5, 0.5, -8, 6, -2, 25
- C=CCOc1cccc(C(=O)N(C)C2CCCN(Cc3ccccc3F)C2)c1 (stereo unspecified)
  -2.7, 1, 26, -0.7, -0.6, 0.3, -4, 5, 2, nt
- COC(=O)CSc1nnc(COc2ccc3ccccc3c2)o1
  0.6, -9, -1, 0.0, -0.6, 0.5, -22, 2, 3, 8
- O=C1c2ccccc2-c2nc3ccccc3nc21
  1.8, 1, -17, 5.8, -0.4, nt, 5, -2, -5, -2
- O=C(NC(=S)N1CCN(c2ccc(Cl)cc2[N+](=O)[O-])CC1)c1ccco1
  -0.5, -1, -4, 17, 8.3, nt, 26, -21, 3, 6
- O=C(NCc1ccc(CNC(=O)c2ccco2)cc1)c1ccco1
  -0.3, 1, 2, -1.0, i, -0.7, -24, -2, 2, -2
- C=CC[C@@H](CC(=O)NCCO)C(=O)N[C@H](COC(=O)[C@H](CC=C)CC(=O)OC(C)(C)C)Cc1c[nH]c2ccccc12
  -0.8, -1, 17, 0.3, -1.1, 2.1, -1, -1, nt, nt
- Cc1ccc(CN2CCN(CCCn3cnc4c(OCc5ccccc5)ncnc43)CC2)cc1
  0.2, -3, 27, -0.5, i, 0.0, 4, -3, nt, nt
- COc1ccc(N(Cc2ccccc2)S(=O)(=O)c2cccc(C(=O)Nc3ccccn3)c2)cc1
  4.1, 2, 20, 1.2, i, 0.8, 7, 10, nt, nt
- CN(CC(=O)Nc1ccc(Cl)c(Cl)c1)C(=O)CN1C(=O)NC2(CCCC2)C1=O
  -1.3, 1, -1, -0.2, -1.2, 1.3, 2, 1, nt, nt
- O=C(Nc1nccs1)[C@@H]1CCCN1C(=O)c1cccs1
  0.3, -2, -3, -1.5, -0.1, 1.3, -10, 8, 3, 22
- COc1ccc(OCC(=O)NNC(=O)c2cccc(C)c2)cc1
  -0.3, 2, -10, 0.9, i, 0.1, -8, 12, 1, 6
- Cc1cccc(NC(=S)NCc2ccc3[nH]c4c(c3c2)CCCC4)c1
  0.2, -17, -14, -0.2, i, 0.5, 13, 4, 1, -7
- N/C(=N\OS(=O)(=O)c1ccccc1)c1cccnc1
  -0.9, -2, 0, -0.5, i, nt, nt, -15, 0, -7
- CCc1ccccc1NC(=O)CSc1nc2n[nH]c(C)c2c(=N)n1-c1cccc(OC)c1
  -1.0, -2, 11, -0.3, i, 3.8, -1, -18, -6, 14

Record cards (already shown). Order of screens: BoNT-A LC inh2 | Anthrax LF prot | Y pestis TopoI | PfHsp40 yeast | BH1578 lux ind | TcdB inh | SSB-PriA inh | CCHFV vOTU inh | 3CLpro inhibitor | VHR inh abs
`CCC1COCCS(=O)(=O)N1Cc1ccc(Cl)cc1` (stereo unspecified) across the screens: 0.4 | -5 | -3 | -1.2 | 1.2 | 0.7 | -8 | 1 | 0 | 24
`S=C(CN1CCCC1=S)N1CCOCC1` across the screens: -1.0 | 8 | 0 | -0.3 | -0.6 | 0.7 | -4 | 3 | nt | nt
`C=CC[C@@H](CC(=O)NCCO)C(=O)N[C@H](COC(=O)[C@H](CC=C)CC(=O)OC(C)(C)C)Cc1c[nH]c2ccccc12` across the screens: -0.8 | -1 | 17 | 0.3 | -1.1 | 2.1 | -1 | -1 | nt | nt

(more compounds)
Below each compound – BoNT-A LC inh2, Anthrax LF prot, Y pestis TopoI, PfHsp40 yeast, BH1578 lux ind, TcdB inh, SSB-PriA inh, CCHFV vOTU inh, 3CLpro inhibitor, VHR inh abs
- O=C(Nc1ccc(Cl)c(C(F)(F)F)c1)C1Cc2c(-c3ccc4c(c3)OCO4)ccnc2O1 (stereo unspecified)
  -0.4, -3, 1, nt, -1.3, 0.9, nt, 23, nt, nt
- CS(=O)(=O)N1CCCCC1c1cc(C(=O)Nc2ccc3c(c2)OCO3)no1 (stereo unspecified)
  -0.4, -3, 1, nt, -0.4, 0.0, nt, 8, nt, nt
- O=C(C1CCN(CCc2ccccc2)CC1)N1CCOCC1
  -0.2, -1, -11, 0.0, i, 6.8, -10, -13, nt, nt
- Cc1ccc(C(=O)c2c3ccc([N+](=O)[O-])cc3[n+]([O-])n2CCCN)cc1
  5.7, -9, -16, 2.0, i, -1.6, 26, 9, nt, nt
- O=[N+]([O-])c1ccc2c(c1)C(N1CCOCC1)/C(=C/COc1ccc(F)cc1)O2 (stereo unspecified)
  -0.3, -1, 30, 8.8, nt, 1.2, 20, 0, -2, 3
- O=C(c1nn2c(C(F)(F)F)cc(-c3ccccc3)nc2c1Cl)N1CCN2CCCC2C1 (stereo unspecified)
  0.1, 2, 19, -0.2, -0.5, 0.5, -2, 18, 0, 21
- COc1cc2nc(N(CCN(C)C)C(=O)c3ccc(S(=O)(=O)N(C)CC4CCCO4)cc3)sc2cc1OC (stereo unspecified)
  -1.0, 0, 2, -0.8, 1.0, 0.7, 4, -3, -3, 24
- O=C(N/C(=C/C=C\c1ccccc1)C(=O)N1CCOCC1)c1ccc(Br)cc1
  -0.6, 1, 3, 1.8, 5.6, 1.3, 5, -3, 3, 9
- CSc1n[nH]c(=O)n1C1CCCCC1
  ?, -7, 3, 0.8, i, 2.0, -14, 1, -8, 6
- Cc1cc(NC(=O)CSc2ccc(-c3cccc([N+](=O)[O-])c3)nn2)no1
  0.1, -1, 2, 0.0, i, 0.9, -8, 11, -1, 18
- CCOCc1cc(C2NC(=O)NC(C)=C2C(=O)OCC)ccc1OC (stereo unspecified)
  -0.1, -1, 0, -0.5, -1.1, nt, -11, 8, 1, -8
- CCCCC1CN2CCc3c([nH]c4ccccc34)C2(C)C1 (stereo unspecified)
  1.8, -8, 1, -0.5, -0.8, -0.3, 20, 7, -3, 9
- O=S(=O)(NCc1ccc(F)cc1)c1ccccc1Br
  -0.8, -2, 8, 0.2, -0.2, 1.6, -33, 17, nt, nt
- COc1ccc(N2CCN(C3CCCN(C(=O)c4ccoc4)C3)CC2)cc1 (stereo unspecified)
  0.4, 2, -5, -0.4, i, 0.6, -9, 5, -6, 28
- COc1ccc(CNC(=O)COc2ccc(Br)c(C)c2)cc1
  -1.0, 13, 9, 1.0, -8.3, 0.7, -1, -4, -1, nt
- CCOc1ccc(CCNC(=O)C2CC(=O)N(c3ccc4c(c3)OCCO4)C2)cc1OCC (stereo unspecified)
  -2.0, ?, 8, 0.9, i, 0.5, 4, -6, nt, nt
- COc1cccc(C(=O)NC(=O)Nc2nc(C)cc(C(F)(F)F)n2)c1
  0.0, -2, 7, -2.7, 0.9, 0.7, -2, 4, -1, 2
- COc1ccc(CNCCNC(=O)c2cccs2)c(OC)c1OC
  0.1, 2, -1, 1.4, -0.3, -0.4, -16, 6, -5, 15
- O=C(Nc1cccc(-n2cnnn2)c1)c1cccs1
  0.6, -2, -5, 0.2, i, 0.7, -3, 2, 7, 2
- Cc1c(-c2nc(-c3cccnc3)no2)cccc1[N+](=O)[O-]
  -0.6, -6, -1, 1.7, i, -0.6, 6, -4, 10, -3
- CCOc1ccc(N2CC(C(=O)NCCc3ccc(OC)c(OC)c3)CC2=O)cc1 (stereo unspecified)
  nt, nt, -4, 0.1, i, nt, -16, -11, 0, 18
- O=C(COC(=O)[C@@H]1CCCN1S(=O)(=O)c1ccccc1F)NCc1ccc2c(c1)OCO2
  4.8, 6, 8, 2.3, -0.3, 2.3, -8, 4, nt, nt
- O=C(CCc1ccccc1)Nc1nc2n(n1)C(c1ccc(Cl)cc1)CC(=O)N2 (stereo unspecified)
  -0.6, 0, -2, -1.0, -0.6, nt, -11, -6, -6, -1
